Bioassay records from PubChem BioAssay.
p53ts 39C tox: qHTS Screen for Compounds that Selectively Target Cancer Cells with p53 Mutations: Cytotoxicity of p53ts Cells at the Nonpermissive Temperature | H1299-p53A138V viability at 39C, ATP luminescence, 24 h | Potency, µM (series often up to 46.1 µM), inactives show at the top dose activity change, negative = cell killing, most hits filed as cytotoxic | 1.5% of 130,000 active | AID 902, 2007; note: nearly all actives have a fitted effect of over 55% in size
Imprint erasure: qHTS Assay for Compounds that Induce Erasure of Genomic Imprints. mouse ES Peg3-LacZ reporter, beta-gal luminescence, 40 h. Potency, µM (doses to about 60.7 µM), without a hit: at the top dose activity change, positive = activation, most hits filed as activators. 0.02% of 110,000 active. AID 1948, 2009;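 note: 0% = negative control wells on the plate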
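Each well holds 300 Peg3LacZ-Neo (maternal) female ES cells incubated 40 h at 37C, 5% CO2. LacZ is measured by BetaGlo luminescence, with AC50 and maximum efficacy derived from dose-response curves.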
IkB signaling: IkB Signaling. ABC-DLBCL IkBa-CBG/CBR dual luciferase ratio, 4 h; response scale: scaled: untreated 0%, proteasome inhibitor 100%. Potency, µM (doses to about 57.1 µM), for the others: at the highest dose IkBa stabilization activation. 0.04% of 110,000 active. AID 445, 2006; active = well fitted curve in the direction sought with a large enough effect in the signal ratio, not every such curve was filed as active; inconclusive = small, poorly fitted or top-dose-only effect, or a change in a side signal; the % refers to the signal ratio;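 note: the direction sought is a rising ratio; 0% = basal untreated cells and 100% = reference inhibitor full response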
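In this assay, an IκBα–CBG68 fusion accumulates when IKK-driven degradation is blocked; native CBR normalizes for cell number. OCI-Ly3 cells were treated 4 h with compound and doxycycline, then green and red light read after Chroma-Glo addition.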
p53ts 32C tox: qHTS Screen for Compounds that Selectively Target Cancer Cells with p53 Mutations: Cytotoxicity of p53ts Cells at the Permissive Temperature. H1299-p53A138V at 32C, ATP luminescence viability, 24 h. Potency, µM (top dose mostly 46.1 µM), for inactives: at the top dose activity change, negative = cytotoxicity, hits mostly cytotoxic. 0.93% of 130,000 active. AID 924, 2007;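 note: 0% = DMSO and -100% = full killing by reference compound; nearly all actives have a fitted effect of over 55% in size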
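ATP-content luminescence (ATPlite) read-out after 24 h compound exposure at 32C in H1299-p53A138V cells (600/well). Tested up to 46 uM. Normalized to DMSO (0%) and 100 uM tamoxifen (100% killing); Hill-fit AC50.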
Active calls of the source: *; ? = inconclusive; · = no result given; & = joins results of further samples; ! = a repeat was not active; [ ] = another dose, or the depositor's remark. Unless noted, calls come from the whole dose curve; as a rule, active = well fitted curve in the direction sought with a large enough effect; inconclusive = small, poorly fitted or top-dose-only effect, or another doubt; inactive = no such curve, though single readings can be large; an effect the other way counts as inactive or inconclusive. Unless noted, % is set by controls: 0 for no effect and ±100 for the full control effect; potency is the fitted concentration of half-maximal effect.

compound | IkB signaling | p53ts 39C tox | p53ts 32C tox | Imprint erasure
COc1ccc(Br)cc1CNC(=O)c1cnc2sc(N3CCCCCC3)nn2c1=O | ? | -7.2% | 12.6% | -9.2%[10.9 µM]
COc1ccc(-c2ccc(SCC(=O)N3CCCC3)nn2)cc1OC | 0.2% | -23.2% | -20.3% | -6.7%
COC(=O)c1ccc2c(=O)n(CCN3CCOCC3)c(=S)[nH]c2c1 | -0.4% | 26.9% | 9.0% | 20.7%
CCCCCc1c2c(cc(O)c1C(=O)O)OC(=O)c1c(cc(OC)cc1C(=O)CCCC)O2 | · | -2.4% | 0.7% | 0.3%
O=C(Nc1sc2c(c1C(=O)Nc1ccccc1)CCC2)c1ccc(Br)cc1 | ? | 5.0% | -7.1% | -16.0%[10.9 µM]
COc1ccc(CC(=O)Nc2cc(C)c3c(=O)oc4ccccc4c3n2)cc1 | -1.9% | 19.0% | 7.9% | -29.4%
O=S(=O)(O)c1ccc2c(N=Nc3c(O)ccc4ccccc34)cccc2c1 | -1.7%[11.4 µM] | -4.3%[9.22 µM] | -5.4%[9.22 µM] | -3.1%[10.9 µM]
O=C(O)CCN1C(=O)NC2(CCCC2)C1=O | 1.0% | 4.0% | 4.5% | 4.0%
CC(=O)Nc1ccccc1-c1nc2ccccc2n(Cc2cccc(Br)c2)c1=O | 0.6% | -19.3% | -1.7% | -13.4%[10.9 µM]
CC(Cc1c[nH]c2ccccc12)NC(=O)C1CCCNC1=O (stereo unspecified) | -1.2% | 6.7% | 1.0% | -4.4%
Cc1cc(C)nc(SC2CCOC2=O)n1 (stereo unspecified) | 0.7% | 5.1% | 1.1% | 13.2%
Cc1ccc(S(=O)(=O)c2cn(Cc3ccc(F)cc3)c3cc4c(cc3c2=O)OCO4)cc1 | · | -1.4% | 2.7% | ·
CO/N=C(/C)CCC(=O)OC[C@@H]1O[C@H](c2ccccc2)C=C[C@@H]1Oc1ccc(OC)cc1 | · | 3.2%[9.22 µM] | -5.5%[9.22 µM] | ·
COc1ccc(NC2=CC(=O)CC(C)(C)C2)cc1OC | 2.6% | 1.4% | 3.0% | -10.3%
Cc1ccc2c(c1)-c1c(cnn1CC(=O)NC(C)CCc1ccco1)CO2 (stereo unspecified) | -0.1% | -2.2% | 0.9% | -6.6%
CN(c1ccccc1C(=O)NCc1ccccn1)S(C)(=O)=O | 1.6% | 6.0% | -2.0% | 4.2%
CCc1ccc(CN2CCN(C(=O)c3cccc(OC)c3OC)CC2)cc1 | · | -7.8% | -6.5% | ·
CCOC(=O)C1=C(c2ccccc2)NC(SCC(=O)Nc2cccc(C)c2)=C(C#N)C1c1ccco1 (stereo unspecified) | 1.3% | -7.0% | 12.8% | -18.6%
O=C(CSc1nc2c([nH]c3ccccc32)c(=O)n1-c1cccc(C(F)(F)F)c1)N1CCCC1 | -1.6% | -5.4% | -4.0% | 12.6%[10.9 µM]
Cc1ccc(CSc2cn(CC(=O)N3CCCC3)c3ccccc23)cc1 | ? | -23.9% | -15.6% | -17.9%[10.9 µM]
COc1ccc(S(=O)(=O)NCc2ccc(C(=O)N3CCN(c4ccccn4)CC3)cc2)cc1 | ? | -9.0% | 3.4% | -14.5%
CCS(=O)(=O)N1CCN(C(=O)c2ccc(-c3ccccc3)cc2)CC1 | -0.2% | 5.7% | 2.0% | 6.0%
O=C(CSc1nc2ccccc2n1Cc1cccc(C(F)(F)F)c1)NCc1ccccc1 | -0.6% | -5.9% | 34.2%[activator] | -6.4%[10.9 µM]
CN(C)C(=O)N1CCCC(C(=O)NCc2ccccc2)C1 (stereo unspecified) | -0.5% | 3.1% | 5.8% | -4.1%
CCOC(=O)c1c(C)oc2nc(C)nc(Nc3cccc(OC)c3)c12 | -1.1% | 14.2% | -0.1% | 6.4%[10.9 µM]
O=C(c1ccc(Cl)cc1)N1CCN(CCc2ccncc2)CC1 | 0.5% | 25.0% | -4.7% | ?
CCSc1nnc(NC(=O)CCNS(=O)(=O)c2cc(Br)cnc2N)s1 | -2.0% | -13.1% | 13.0% | -8.9%
COc1ccc2[nH]cc(CCNc3ccnc(-c4cccc(NS(C)(=O)=O)c4)n3)c2c1 | -0.2%[11.4 µM] | -9.8% | ? | -9.4%
O=C1CCCC2=C1C(c1ccccc1)C1=C(CCCC1=O)O2 | 1.4% | 2.3% | 1.9% | 1.6%
COc1ccc(-c2nc(SCC(=O)Nc3cccc(C(C)=O)c3)n[nH]2)cc1 | ? | 31.6µM* | ? | -11.6%[10.9 µM]
COc1ccc(-n2c(=O)c3c4c(sc3n3c(C)nnc23)COC(C(C)C)C4)cc1 (stereo unspecified) | -0.2% | 9.0% | 4.5% | -9.7%
COc1ccc(C(=O)Nc2ccc3c(c2)CCCN3S(=O)(=O)c2ccc(C)cc2)cc1 | -0.7% | -13.5% | -8.6% | 4.7%[10.9 µM]
COc1ccc(OC)c(CNC(=O)CCC(=O)N2Cc3ccccc3Oc3ncccc32)c1 | -1.1% | 8.5% | 13.1% | 16.1%[10.9 µM]
CCC(=O)Nc1nnc(SCC(=O)N2c3ccccc3CC2C)s1 (stereo unspecified) | · | 1.5% | 7.8% | ·
CCOc1cccc(-c2nnc3sc(COc4ccc(OC)cc4)nn23)c1 | 3.9% | 0.9% | 4.3% | 10.8%
COCCNC(=O)CN(CC1CCCO1)C(=O)CCC(=O)Nc1ccccn1 (stereo unspecified) | -1.8% | 10.0% | -8.4% | ·
O=C(O)c1ccccc1NS(=O)(=O)c1cccc(C(F)(F)F)c1 | · | -1.6% | 0.7% | ·
CCOC(=O)c1c(C#N)c(SCC(=O)Nc2ccc(OC)cc2)nc2c1CN(CC)CC2 | 1.6% | -2.8% | -2.0% | -16.9%
COc1ccc(CNC(=O)CSc2nnnn2-c2ccccc2)cc1 | 2.1% | 13.6% | -2.3% | 8.8%
COc1ccc(CCNC(=O)c2nnn(-c3ccc4c(c3)OCCO4)c2N)cc1OC | ? | -26.5% | -12.3% | -32.7%[inhibitor]

Copied from the entries so far (four entries):
compound | IkB signaling | p53ts 39C tox | p53ts 32C tox | Imprint erasure
CCC(=O)Nc1nnc(SCC(=O)N2c3ccccc3CC2C)s1 (stereo unspecified) | · | 1.5% | 7.8% | ·
CCOc1cccc(-c2nnc3sc(COc4ccc(OC)cc4)nn23)c1 | 3.9% | 0.9% | 4.3% | 10.8%
COCCNC(=O)CN(CC1CCCO1)C(=O)CCC(=O)Nc1ccccn1 (stereo unspecified) | -1.8% | 10.0% | -8.4% | ·
O=C(O)c1ccccc1NS(=O)(=O)c1cccc(C(F)(F)F)c1 | · | -1.6% | 0.7% | ·

Later entries.
compound | IkB signaling | p53ts 39C tox | p53ts 32C tox | Imprint erasure
CCN1CCN(Cc2cc(=O)oc3cc4c(cc23)CCC4)CC1 | -1.9% | 4.3% | -6.9% | -10.8%
Cc1nn(C)c(C)c1S(=O)(=O)N1CCC(C(=O)NC2CCCCCC2)CC1 | 9.0% | 16.7% | 2.5% | -12.7%
COCCN(CCOC)c1ncc(Cl)c(C(=O)c2c(C)cc3ccccn23)n1 | ? | 18.6% | 23.5% | -15.7%
CCN1CCN(c2cc(C)c3cc(NC(=O)c4cncc(Br)c4)ccc3n2)CC1 | -1.0% | -12.0% | -18.4% | -30.2%[inhibitor]
Cc1ccc2c(=O)cc(C(=O)Nc3sc4c(c3C(=O)NCc3cccnc3)CCCC4)oc2c1 | ? | 9.3% | -0.8% | 14.5%[10.9 µM]
COc1ccc(NC(=O)CSc2nc(-c3ccc(F)cc3)c3cccc(C)c3n2)cc1 | 1.1% | 12.8% | 4.6% | 13.2%[10.9 µM]
NCCc1ccc(O)c(O)c1 | -1.0% | ? | 12.6µM*! | -40.6%&2.0%&-30.9%[inhibitor]
Cc1c(Cl)cccc1NC(=O)c1oc2ccc(S(=O)(=O)N3CCCCCC3)cc2c1C | ? | -23.4% | 4.0% | -12.8%[10.9 µM]
CCOC(=O)c1ccc(-c2ccc(/C=C(\C#N)C(=O)Nc3ccc(C)cc3)o2)cc1 | -0.8% | -22.3% | 7.2% | 5.0%[10.9 µM]
COc1ccc(O[C@H]2C=C[C@@H](c3ccccc3)O[C@H]2COC(=O)CC/C(C)=N\O[C@@H](C)CN2CCCCc3nc(C)c(C)cc32)cc1 | · | 1.4%[9.22 µM] | 0.7%[9.22 µM] | ·
CN1C(=O)C2ON(c3ccccc3)C(c3cccs3)C2C1=O (stereo unspecified) | -1.5% | -11.5% | -10.5% | -5.6%
Cc1nc(NCc2ccccc2)c2nc(-c3ccccc3)n(CCCN3CCOCC3)c2n1 | · | 16.6% | 7.9% | -18.3%
CC(=O)NCC(=O)N[C@H](CCC(=O)O)C(=O)O | 0.6% | -7.3% | -7.6% | -8.0%
COc1ccc(C(=O)NCCc2csc(-c3ccc(Cl)cc3)n2)cc1 | ? | 2.2% | -1.2% | -4.6%[10.9 µM]
C/C(=C\C(=O)c1ccc(C)o1)Nc1ccc(C(=O)O)cc1C | -2.0% | 4.6% | 2.6% | -2.5%
Cc1ccc(S(=O)(=O)Cn2nnnc2CN(Cc2ccco2)CC2CCCO2)cc1 (stereo unspecified) | -0.7% | -10.4% | 0.1% | -7.1%
Cc1noc(C)c1CSc1nnc2sc3ccccc3n12 | -1.2% | -9.3% | 5.5% | -22.5%
Cc1nn2cc(-c3ccc(-c4ccccc4)cc3)nc2s1 | ? | -22.0% | -25.7% | -21.7%
CCOC(=O)C1CCCN(C2CC(=O)N(c3cccc(C)c3)C2=O)C1 (stereo unspecified) | 0.7% | -0.5% | 0.2% | -32.9%[inhibitor]
CCOc1ccccc1Nc1nnc(Cc2ccccc2Cl)c(=O)[nH]1 | -0.1% | -4.3% | 4.2% | -4.1%
CC1CCc2nc(NC(=O)CSc3nc4ccccc4o3)sc2C1 (stereo unspecified) | ? | ? | -29.5% | -21.2%
N#Cc1ccc(CSc2nc(-c3cccs3)c3c(c2C(=O)O)CCCC3)cc1 | · | 16.0% | 15.5% | ·
CC(C)CN1C(=O)c2ccccc2C1(O)Cc1ccccc1 (stereo unspecified) | · | -3.8% | -2.3% | ·
CCCS(=O)(=O)NCCc1cc2cc(C)c(C)cc2[nH]c1=O | -1.5% | -2.4% | 3.6% | -14.9%
O=C(CSc1nc2c([nH]c3ccccc32)c(=O)n1-c1ccc(Cl)cc1)NCC1CCCO1 (stereo unspecified) | 0.7% | -2.2% | -2.6% | -5.5%[10.9 µM]
CC(C)CCNC(=O)c1cnc2sc(N3CCCCCC3)nn2c1=O | 4.7% | -7.1% | -10.3% | -10.8%[10.9 µM]
Cc1[nH]c2c(Cl)cccc2c(=O)c1CN1CCCC1 | 1.2% | 0.1% | 9.2% | -4.3%
Nn1c(SCc2nc3ccccn3c2Br)nnc1-c1cccnc1 | 2.0% | -0.6% | -1.7% | -6.6%
O=C(CN1C(=O)C2(SCC(=O)N2c2cccc(Cl)c2)c2ccccc21)NC1CCCCC1 (stereo unspecified) | 41.2% | 11.0% | -0.5% | 9.0%[10.9 µM]
COc1ccccc1N(C)S(=O)(=O)c1ccc(C(=O)NC2=NCCS2)cc1 | 0.3% | -8.4% | 1.8% | -8.2%
COc1ccc(NS(=O)(=O)c2cccs2)c(OC)c1 | · | 5.9% | 3.7% | ·
CCN(C(=O)c1cc2c(=O)n(CC)c3ccccc3c2s1)c1cccc(C(F)(F)F)c1 | ? | 2.9% | 6.3% | -15.2%[10.9 µM]
Cn1c(=O)n(C/C=C/c2ccccc2)c(=O)c2c1nc1n2CCCN1Cc1ccccc1 | 1.2% | 14.2% | 2.1% | -13.3%
O=C(CCc1nc(-c2ccccc2)no1)N1CCCC1 | -3.6% | 3.5% | 0.9% | -42.1%[inhibitor]
